Anesthetic bind: binds horse apoferritin like a general anesthetic. apoferritin/1-aminoanthracene competitive binding, fluorescence. Potency, µM (titrated, usually from 77.5 µM), for the others: at the top dose activity change, negative = displacement, actives largely listed as inhibitors. 350,000 tested, 0.074% active. AID 485281; note: potency is the fitted concentration of half-maximal effect; % is set by controls: 0 for no effect and ±100 for the full control effect; nearly all actives have a fitted effect of over 20% in size
Target sequence (P02791 2-175 limits assumed): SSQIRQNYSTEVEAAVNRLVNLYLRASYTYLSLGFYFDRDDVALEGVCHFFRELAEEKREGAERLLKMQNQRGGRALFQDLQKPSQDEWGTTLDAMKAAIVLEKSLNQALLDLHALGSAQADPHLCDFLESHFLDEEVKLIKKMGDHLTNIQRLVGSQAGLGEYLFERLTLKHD
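Horse-spleen apoferritin (10 uM) in 50% saturated 1-aminoanthracene in PBS was incubated 10 min at room temperature with compound. Fluorescence (ex 380, em 535 nm) was normalized to free and bound 1-AMA, with concentration-response fitted by a four-parameter Hill equation.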
POLK inh: DNA polymerase kappa (human) inhibition | Q9UBT6 | purified Pol kappa, fluorescent DNA synthesis assay, 10 min | Potency, µM (doses to about 107 µM), inactives show top-dose activity, negative = inhibition, hits mostly inhibitors | 400,000 tested, 0.53% active | AID 588579; note: potency is the fitted concentration of half-maximal effect; % is set by controls: 0 for no effect and ±100 for the full control effect
Target sequence (Q9UBT6 whole entry, looked up): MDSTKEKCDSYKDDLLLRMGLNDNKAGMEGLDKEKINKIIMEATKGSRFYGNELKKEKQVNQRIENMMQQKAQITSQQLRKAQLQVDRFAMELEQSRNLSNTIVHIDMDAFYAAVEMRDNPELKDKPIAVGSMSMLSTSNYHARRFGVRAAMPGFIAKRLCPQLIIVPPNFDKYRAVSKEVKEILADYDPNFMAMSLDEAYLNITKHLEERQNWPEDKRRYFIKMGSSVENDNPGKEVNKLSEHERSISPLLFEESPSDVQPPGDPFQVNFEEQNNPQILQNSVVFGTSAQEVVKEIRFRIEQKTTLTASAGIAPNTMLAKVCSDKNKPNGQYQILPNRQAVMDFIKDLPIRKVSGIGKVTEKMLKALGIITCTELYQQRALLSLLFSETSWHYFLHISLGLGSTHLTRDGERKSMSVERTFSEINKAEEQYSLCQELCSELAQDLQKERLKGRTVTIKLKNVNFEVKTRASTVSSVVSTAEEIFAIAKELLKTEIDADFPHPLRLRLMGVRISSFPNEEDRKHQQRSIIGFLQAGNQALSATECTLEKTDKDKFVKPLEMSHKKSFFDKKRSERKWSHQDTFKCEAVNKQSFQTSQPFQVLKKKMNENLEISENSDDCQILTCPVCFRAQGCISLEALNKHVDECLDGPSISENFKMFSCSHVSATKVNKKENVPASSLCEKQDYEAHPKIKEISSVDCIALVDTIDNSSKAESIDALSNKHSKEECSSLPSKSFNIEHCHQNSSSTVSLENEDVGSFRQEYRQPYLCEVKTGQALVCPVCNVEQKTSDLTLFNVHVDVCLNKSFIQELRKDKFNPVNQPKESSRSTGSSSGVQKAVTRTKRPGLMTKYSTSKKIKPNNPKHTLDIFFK
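Pol kappa 10 nM + cpd, 15 min RT; start w/ substrate 50 nM final; fluorescence kinetic read, 0 and 10 min. Neg ctrl: buffer, no enzyme.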
LDHA inh: inhibitors of human lactate dehydrogenase A; 480,000 tested, 0.15% active; purified LDHA, NADH/diaphorase-resazurin fluorescence; stronger effect = lower value; activity change, % (values are at about 110 or 230 µM); P00338; in the data active = activity change below about -30%; inconclusive = mostly about -25% to -30%;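 note: plate controls were DMSO wells for no effect and wells without enzyme for full effect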
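LDH5 2 nM; NADH 0.06 mM, pyruvate 0.2 mM; 200 mM Tris pH 7.4, EDTA, Tween-20; 5 min RT. Detection: diaphorase 0.133 mg/mL + resazurin 37 µM, fluorescence ex540/em590 at 0 and 20 min; normalized to enzyme-free and DMSO wells.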
GRP78 ERSR act: inducers of ER stress response in human glioma cells; AID 602332; U87-MG GRP78 promoter luciferase reporter, 16 h; 420,000 tested, 0.02% active; Potency, µM, without a hit: top-dose activation, usual class: activators; note: potency is the fitted concentration of half-maximal effect; series mostly up to about 76 µM; % of control where 0% means no effect; nearly all actives have a fitted effect of over 35% in size
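ERSR induction read as luciferase luminescence (Bright-Glo, 10 min at room temperature) in stably transfected human U87-MG glioma cells exposed to compounds for 16 h, using GRP78 as sensor.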
APE1 inh: APE1 (human) endonuclease inhibition; P27695; recombinant APE1, TAMRA/BHQ-2 abasic DNA cleavage fluorescence; Potency, µM (doses to about 65.8 µM), inactives show at the top dose activity change, negative = inhibition, most hits filed as inhibitors; 350,000 tested, 0.35% active; AID 2517;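 note: potency is the fitted concentration of half-maximal effect; plate controls were vehicle for no effect and reference inhibitor for full effect; nearly all actives have a fitted effect of over 55% in size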
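Compound pre-exposure to 0.75 nM APE1, 15 min at ambient temperature. Reaction initiated with 50 nM TAMRA/BHQ-2 THF substrate, read immediately in kinetic mode, 525 nm excitation, 598 nm emission.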
BLM inh: inhibitors of human Bloom syndrome helicase BLM | P54132 | recombinant BLM DNA unwinding, fluorescence dequenching | Potency, µM (series often up to 56.1 µM), for the others: at the top dose activity change, negative = inhibition, hits mostly inhibitors | 350,000 tested, 0.2% active | AID 2528;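 note: potency is the fitted concentration of half-maximal effect; plate controls were vehicle for no effect and no enzyme for full effect; nearly all actives have a fitted effect of over 35% in size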
POLI inh: blocks human DNA polymerase iota activity; Pol iota fluorescent replication assay, 10 min; AID 588590; Potency, µM (doses to about 115 µM), for the others: top-dose activity, negative = inhibition, actives largely listed as inhibitors; Q9UNA4; 390,000 tested, 1% active; note: potency is the fitted concentration of half-maximal effect
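Pol iota at 10 nM preincubated 15 min with compounds at room temperature; reaction started with fluorescent substrate, 50 nM final. Fluorescence read kinetically at 0 and 10 min; buffer-only wells as negative control.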
POLB inh: DNA polymerase beta (human) inhibition. P06746. Pol beta primer extension/strand displacement, fluorescence kinetic. Potency, µM (series often up to 114 µM), inactives show top-dose activity change, negative = inhibition, most hits filed as inhibitors. 340,000 tested, 1.3% active; note: potency is the fitted concentration of half-maximal effect; % is set by controls: 0 for no effect and ±100 for the full control effect
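Values derive from four-parameter Hill fits of normalized kinetic data: reads at 0 and 10 min following addition of 50 nM substrate to 10 nM Pol beta preincubated 15 min with compound.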
Pol eta inh: blocks human DNA polymerase eta activity | Q9Y253 | recombinant Pol eta, fluorescent DNA replication assay | Potency, µM (top dose mostly 114 µM), for inactives: at the top dose activity change, negative = inhibition, usual class: inhibitors | 390,000 tested, 1.2% active; note: potency is the fitted concentration of half-maximal effect; % is set by controls: 0 for no effect and ±100 for the full control effect
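Pol eta at 10 nM preincubated with compounds 15 min at room temperature; reaction started with fluorescent substrate (50 nM final) and read kinetically at 0 and 10 min.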
The depositor's hits bear a star; ? = inconclusive; / = no result given; & = joins results of further samples; [ ] = remark or other dose. Unless noted, calls come from the whole dose curve; as a rule, active = well fitted curve in the direction sought with a large enough effect; inconclusive = small, poorly fitted or top-dose-only effect, or another doubt; inactive = no such curve, though single readings can be large; an effect the other way counts as inactive or inconclusive.

Values run as follows: Anesthetic bind, POLK inh, LDHA inh, GRP78 ERSR act, APE1 inh, BLM inh, POLI inh, POLB inh, Pol eta inh
> CCc1cc2c(cc3c(=O)n(CC(=O)NCCCN(CC)CC)nc(CC)n32)s1
→ 6%, -3%, -7, -3%, 3%, -4%, 13%, -13%, -5%
> N#C/C(=C\c1ccc(-c2ccccc2[N+](=O)[O-])o1)C(N)=O
→ 6%, -26%, 1, -3%, 4%, -28%, 54%[activator], ?, -6%
> CCN(CC)CCCNC(=O)Cn1cnc2ccc(S(=O)(=O)N3CCC(C)CC3)cc2c1=O
→ -15%, -5%, -6, -5%, 1%, 2%, 6%, 8%, -11%
> COc1ccc(NC(=O)COC(=O)C2CC2)c(OC)c1
→ /, -5%, -2, -2%, 33%, /, -4%, /, -4%
> CC(C)Cc1cc(C(=O)Nc2cc(Cl)ccc2Cl)no1
→ 4%, -2%, -4&5, -6%, 1%, 1%, 20%, -13%, -16%
> CCc1cnc2c(c1SCC(=O)NCc1ccc(C)cc1)c(=O)n(C)c(=O)n2C
→ 5%, 0%[60.1 µM], -8, -3%, /, 3%, 10%, 34%, -12%
> CCOC(=O)c1ccccc1NC(=O)Cn1cc(C(=O)c2cccc(OC)c2)c(=O)c2ccc(C)nc21
→ -22%, -3%, -5, 1%, /, 0%, 23%, ?, -7%
> Cc1c(CC(=O)N2CCN(C(=O)C3COc4ccccc4O3)CC2)c(=O)oc2c(C)c(O)ccc12 (stereo unspecified)
→ 338%[activator], 9%, -1&-6, 0%, -5%, -3%, 25%, -16%, -15%
> CCC1CCCCN1CCCNC(=O)C1CCCN(c2nn3c(=O)cc(C)nc3s2)C1 (stereo unspecified)
→ -5%, 1%, -1, -3%, -3%, 0%, -22%, 1%, 5%
> Cc1n[nH]c(=S)n1/N=C/c1ccc(-c2ccccc2[N+](=O)[O-])o1
→ ?, -1%, 1, 1%, -1%, 0%, 5%, 9%, 3%
> O=C(Cc1ccc(F)cc1)Nc1cccc2cccnc12
→ 4%, 0%, 1, -1%, -1%, -4%, 15%, -1%, -4%
> Cc1nnc(SCC(=O)N2CCN(C(=O)c3ccco3)CC2)n1-c1ccccc1
→ 0%, -9%, -4, -5%, -2%, -2%, -10%, 7%, 1%
> O=c1c2cc(Cl)ccc2oc2nc3n(c(=O)c12)CCCS3
→ -18%, -12%, -2, -3%, 0%, -2%, ?, 1%, 10%
> O=C(CN1C(=O)NC(Cc2ccccc2)C1=O)Nc1ccc(F)c(Cl)c1 (stereo unspecified)
→ /, -6%, -3, -2%, 21%, /, -22%, /, 2%
> CCC(Oc1ccccc1OC)C(=O)Nc1ccc2c(c1)n(C)c(=O)n2C (stereo unspecified)
→ -2%, -3%, -1, 0%, 21%, -3%, -3%, 23%, -10%
> C/C=C/C(=O)N[C@@H]1c2ccccc2CC[C@@H]1OCc1ccccc1
→ /, 9%, 1, -3%, 17%, /, 15%, /, -16%
> CCCc1nc(N2CCOCC2)c(C#N)c2c1CCCC2
→ 3%, -8%, 5&2, -5%, 5%, -5%, ?, 2%, -4%
> CC1CCN(c2ncnc3c2cnn3-c2ccccc2)CC1
→ -12%, -12%, -6, -5%, -3%, 1%, -3%, 20%, -18%
> O=C(c1ccccc1)N1CCN(CC(O)COC2CCCCC2)CC1 (stereo unspecified)
→ -1%, -5%, 2, -3%, 1%, 5%, 11%, 1%, -21%
> CC(=O)Nc1cc2c(c(Cl)c1Cl)-c1ccccc1C2=O
→ /, -8%, -12, -2%, /, /, 21%, /, 1%
> COc1ccc(N2CCN(C(=O)CCS(=O)(=O)c3ccc(OC)cc3)CC2)cc1
→ -2%, -14%, -2, -5%, -2%, 2%, -5%, 5%, -16%
> CCOCCCn1c(=S)[nH]c2cc(C(=O)NCCN(CC)CC)ccc2c1=O
→ -19%, -5%, 1, -5%, -8%, -7%, 1%, 22%, -7%
> COc1cc(C)c(Cl)cc1S(=O)(=O)NCc1ccncc1
→ 7%, /, /, /, 2%, 2%, /, -25%, /
> CCn1c(O)c(N=NC(=O)CNc2cccc(C)c2)c2ccccc21
→ ?, -6%, 0, 3%, -1%, -17%, 6%, ?, -23%
> CC(C)(C)c1cc(Cl)c(O)c(NC(=S)NC(=O)c2cccnc2)c1
→ -17%, -7%, 0, 0%, -2%, -14%, -15%, 22%, -7%
> CSc1nc(C)c(Oc2ccccc2)c(=O)n1C
→ ?, -10%, -4, -1%, -3%, 1%, 25%, ?, 3%
> CC(=O)Nc1c(C)nn(-c2ccccc2)c1N1CCC(C(=O)NCc2ccc(F)cc2)CC1
→ -3%, -9%[60.1 µM], -5, -1%, /, -2%, 9%, -2%, -7%
> COc1cc(C(=O)Nc2nc3ccccc3[nH]2)ccc1OC(F)F
→ -13%, -7%, 5, -3%, -5%, -2%, 53%[activator], ?, -2%
> Cc1ccc(C(=O)COC(=O)c2cccc(O)c2)s1
→ /, -8%, -4, 4%, -5%, /, 15%, /, -5%
> Cc1ccc(C(=O)N(CCN(C)C)CC2CCCN(Cc3ccccc3F)C2)cc1C (stereo unspecified)
→ -11%, -14%, -10, -3%, 7%, 4%, 105%[activator], 45%, -11%
> COc1ccc(OC)c(NC(=O)C2CCCN(S(=O)(=O)c3cccc4cccnc34)C2)c1 (stereo unspecified)
→ -6%, -4%, -1, -3%, -4%, -2%, 7%, -1%, -16%
> COc1ccccc1CC(=O)Nc1cc2oc3ccccc3c2cc1OC
→ 47%[activator], -10%, -10, 4%, -19%, -5%, 2%, 8%, -6%
> O=C(Nc1n[nH]c(=S)s1)c1ccc2ccccc2c1
→ -4%, -16%, -14, 3%, -5%, -1%, 16%, 3%, 3%
> CNC(=O)N1c2ccccc2NC(=O)CC1C (stereo unspecified)
→ 3%, 1%, -4, -4%, -8%, -3%, 12%, -11%, -10%
> O=C/C=C/c1ccc(O)cc1
→ -5%, -2%[60.1 µM], /, -5%, 0%, -1%, /, /, /
> COC(=O)c1cn(NC(=O)CC2CCCCC2)c(=O)c2ccccc12
→ -21%, -11%, -4, -3%, 11%, -2%, 15%, 0%, -4%
> N#C/C(C(=O)NCc1ccco1)=C1/SC(Cc2ccc(Cl)cc2)C(=O)N1c1ccccc1 (stereo unspecified)
→ 7%, -25%, -5, 1%, -7%, -20%, -5%, 10%, -14%
> CCOC(=O)c1sc(=NC(=O)c2cccs2)n(C)c1C
→ 2%, -23%, -5, -2%, -10%, 0%, 173%[activator], 17%, -12%
> CS(=O)(=O)c1ccc(C(=O)NC2CCCCC2)cc1
→ -6%, -9%, -8, 3%, 0%, 2%, 21%, -13%[57.1 µM], -2%
> O=C(Nc1ccncc1)c1ccc(Cl)c(S(=O)(=O)N2CCCCC2)c1
→ /, -16%, -3, -3%, -5%, /, 81%[activator], /, -10%
> N#C/C(=C\c1cn(-c2ccccc2)nc1-c1cccnc1)c1nnc2n1CCCCC2
→ -18%, -8%, -1, -4%, 3%, 1%, -2%, 7%, -3%
> Cc1cc(C)n2nc(NCc3cccc(Br)c3)nc2n1
→ 8%, -5%, -4, -3%, -2%, 1%, 11%, -12%, -12%
> Fc1ccc(CNc2ccc(CNc3ncn[nH]3)cc2)cc1
→ ?, -3%, 5, -2%, -10%, 0%, -9%, 13%, -16%
> Cn1ccs/c1=N\C(=O)Nc1cccc(C(F)(F)F)c1
→ -16%, -20%, 2, 1%, -2%, -3%, -14%, 7%, -7%
> CN(C)S(=O)(=O)N1CCC(n2cnc3cccnc32)CC1
→ 0%, -2%, 3, -1%, /, -2%, 12%, 15%, -15%
> CCN1CCN(C(=O)C2COc3ccccc3O2)CC1 (stereo unspecified)
→ -1%, -14%, 3, 1%, 24%, -1%, -10%, 66%, 1%
> NNC(=O)CNc1cccc(Cl)c1
→ ?, -15%, -15, -3%, 11%, -2%, -3%, 0%, -20%
> COc1ccc2ccccc2c1CNCCN1CCOCC1
→ -11%, 3%, 3, -5%, 32%, 1%, 11%, -25%, -14%
> COc1ccccc1NC(=O)C(C)OC(=O)CCCc1c[nH]c2ccccc12 (stereo unspecified)
→ /, -6%, -1, -5%, -16%, /, 24%, /, -21%
> O=C(NC(Cc1ccccc1)C(=O)O)/C(=C\c1ccc(Cl)cc1)NC(=O)c1ccccc1 (stereo unspecified)
→ -8%, -5%, -7, -4%, -6%, 1%, 22%, -22%, -13%
> CCNc1oc(-c2ccc(OC)cc2)nc1S(=O)(=O)c1ccc(Br)cc1
→ -9%, 1%, 0, -4%, -3%, -6%, -13%, -1%, -17%
> Cc1cc(C)c(S(=O)(=O)NC(CC(=O)O)c2cccc([N+](=O)[O-])c2)c(C)c1 (stereo unspecified)
→ -2%, -2%, -11, -1%, 0%, 3%, -29%, -3%, -2%
> Cc1noc(C)c1COc1ccccc1C(=O)NNC(=O)C(C)Oc1ccccc1F (stereo unspecified)
→ /, -13%, -8, -3%, 7%, /, 21%, /, -4%
> Cc1nnc(CN(C)C(=O)c2cc(COc3ccc(C)c(C)c3)on2)o1
→ -13%, 6%, 0, 6%, -5%, -1%, 19%, 18%, -13%
> CC(=O)c1c(C)[nH]c(C(=O)NC(C)c2ccccc2)c1C (stereo unspecified)
→ -3%, 6%, 2, -2%, ?, 2%, -15%, 11%, -17%
> COc1cccc(CNC(=O)Cn2nc(C)c3sc4ccccc4c3c2=O)c1OC
→ -6%, -2%, 2, -2%, /, -17%, -10%, -16%, -15%
> COC(=O)c1ccc(COC(=O)CNC(=O)c2ccc(OC)cc2)cc1
→ /, -3%, -2, -2%, 16%, /, 2%, /, -14%
> CN(C(=O)c1ccc(NC(=O)Cc2ccc(NC(=O)C3CCN(C(=O)C4CCC4)CC3)cc2)cc1)C1CC1
→ /, -5%, 0, 1%, 7%, /, 6%, /, -9%
> CCOC(=O)c1ccccc1NC(=O)N1CCn2c(C)ccc2C1CC (stereo unspecified)
→ -11%, -10%, 3, -4%, 2%, 3%, -3%, -5%, -16%
> CC(O)(C#CCN1CCCCCC1)c1ccccc1 (stereo unspecified)
→ -9%, -4%, -5, 9%, 2%, -6%, 89%[activator], -26%, -18%

Not all compounds are listed, so the mix of outcomes need not match the whole.
